HRas wt GTP bind: human HRas wildtype GTP binding, change in either direction. GST-Ras wt beads, Bodipy-FL-GTP binding, flow cytometry; actives lie on both sides. GTP binding activity, % at 10 µM. hit rate 0.14% among 190,000. AID 759;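 active = GTP binding activity at least 20% away from the 100% baseline, either lowered as inhibitor or raised as activator; inconclusive = flagged as likely green fluorescent, judged across all proteins in the well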;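 also: 0% = unlabeled GTP competition control and 100% = no-compound control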
Target sequence (P01112 whole entry, looked up): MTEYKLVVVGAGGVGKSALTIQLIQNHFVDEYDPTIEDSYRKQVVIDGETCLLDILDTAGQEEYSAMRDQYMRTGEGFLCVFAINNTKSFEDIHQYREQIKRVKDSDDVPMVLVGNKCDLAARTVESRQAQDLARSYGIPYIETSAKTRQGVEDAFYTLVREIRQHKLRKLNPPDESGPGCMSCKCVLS
Mcl1-Bid inh: Mcl-1/Bid interaction inhibition; Q07820; TR-FRET Mcl-1/Bid-Dy647 peptide binding, 1536-well; inhibition, % at 21.7 µM; hit rate 0.97% among 220,000; AID 1021;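 active = compounds that cut the binding signal by more than half at the single screening dose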;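 also: His-tagged Mcl-1 with europium anti-His antibody binding Bid BH3 peptide; 0% = Mcl-1 plus peptide wells and 100% = peptide-only wells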
Rab2 wt GTP: changes GTP binding to wildtype dog Rab2A, up or down. P61105. GST-Rab2 wt beads, Bodipy-GTP binding, flow cytometry. GTP binding activity, % at 10 µM. hit rate 0.19% among 190,000. AID 760;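 active = GTP binding activity at least 20 points away from 100%, either lowered or raised; inconclusive = signal likely due to the compound's own green fluorescence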;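 also: 0% = beads with excess unlabeled GTP and 100% = no-compound control corrected for plate trend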
Mcl-1 Bim block: inhibitors of Bim-Mcl-1 interaction, human; Bead-based flow cytometry, Bim peptide-Mcl-1 binding; Q07820; inhibition, % at 10 µM; hit rate 0.1% among 190,000; in the data active = inhibition above about 40%;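 also: 0% = no compound tracer wells and 100% = peptide blocker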
Rab7 wt modul: dog Rab7 wildtype GTP binding, inhibitors and activators. GST-Rab7 beads, fluorescent GTP binding, flow cytometry; actives lie on both sides; untreated = 100%, excess cold GTP = 0%. GTP binding activity (percent of control), % at 10 µM. hit rate 0.055% among 190,000. AID 758;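 active = fluorescent GTP binding to Rab7 beads changed by at least 20 points from the 100% baseline, either direction, mostly lower; inconclusive = compound itself probably fluorescent, or too few beads counted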;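 also: median green fluorescence of bound Bodipy-FL-GTP per Rab7 bead population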
Rac1 wt modul: alters GTP binding to wildtype human Rac1; P63000; GST-Rac1 beads, fluorescent GTP binding, flow cytometry; actives lie on both sides; 0 = cold GTP competed, 100 = untreated; GTP binding activity (% of control), % at 10 µM; hit rate 0.27% among 190,000; AID 757;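 active = GTP binding activity at least 20 points away from the 100% control level, either lower or higher; inconclusive = compound flagged as likely green fluorescent, judged across all proteins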
RGS8-Gao reg: modulates binding of RGS8 to human Galphao; multiplexed bead flow cytometry; actives lie on both sides; hit rate 0.34% among 220,000; P09471; response (percent of control binding), % at 10 µM; in the data active = response below about 60% or above about 140%; inactive = in between;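 also: Galphao activated as the GDP aluminium fluoride complex binding bead-coupled RGS8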
Target sequence (P09471 whole entry, looked up): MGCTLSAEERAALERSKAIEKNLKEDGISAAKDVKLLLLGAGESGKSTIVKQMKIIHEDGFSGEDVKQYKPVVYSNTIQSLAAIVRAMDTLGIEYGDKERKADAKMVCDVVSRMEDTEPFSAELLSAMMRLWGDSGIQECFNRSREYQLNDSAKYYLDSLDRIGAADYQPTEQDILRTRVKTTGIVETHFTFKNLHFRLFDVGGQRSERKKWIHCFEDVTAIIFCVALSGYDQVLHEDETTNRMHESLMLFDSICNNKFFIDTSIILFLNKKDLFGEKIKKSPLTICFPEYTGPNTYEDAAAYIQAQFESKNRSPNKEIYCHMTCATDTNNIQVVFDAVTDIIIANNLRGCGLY
Rac1 mut GTP: modulators of GTP binding to human Rac1 activated mutant; GST-Rac1 activated beads, fluorescent GTP binding, flow cytometry; actives lie on both sides; 100% means binding = to untreated wells; AID 764; hit rate 0.11% among 190,000; percent activity (GTP binding), % at 10 µM; P63000;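 active = GTP binding at least 20 percentage points away from the 100% baseline, in either direction, so actives lie on both sides; inconclusive = Compound likely fluorescent itself, or too few beads counted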
Cdc42 wt: changes GTP binding to wildtype human Cdc42; percent activity (GTP binding), % at 10 µM; P60953; hit rate 0.2% among 190,000; GST-Cdc42 beads, Bodipy-GTP binding, flow cytometry; actives lie on both sides;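 active = percent activity GTP binding at least 20 points away from the 100% baseline, either down as inhibitor or up as activator; inconclusive = compound flagged as likely green fluorescent from well-wide comparison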;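 also: median bead fluorescence of bound Bodipy-FL-GTP at 100 nM; 0% = excess unlabeled GTP control and 100% = no compound control; below 100% means less GTP binding so inhibitor and above means activator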
Target sequence (P60953 whole entry, looked up): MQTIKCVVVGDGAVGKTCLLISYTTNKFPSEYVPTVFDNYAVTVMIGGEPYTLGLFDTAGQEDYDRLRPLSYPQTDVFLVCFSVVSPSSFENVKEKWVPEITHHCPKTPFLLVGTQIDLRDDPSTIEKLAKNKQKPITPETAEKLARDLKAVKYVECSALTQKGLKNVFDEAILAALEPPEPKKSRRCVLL
Mcl1 Noxa PPI: Mcl-1/Noxa interaction inhibition; AID 1022; hit rate 1.5% among 220,000; TR-FRET Mcl-1/Noxa peptide binding, 2 h; inhibition, % at 21.7 µM; Q07820;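 active = compounds that cut the protein-peptide binding signal by more than 50% relative to plate controls in a single-dose test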;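 also: His-tagged Mcl-1 with rhodamine Noxa BH3 peptide and terbium anti-His antibody; 0% = Mcl-1 plus Noxa peptide wells and 100% = peptide-only wells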
Pf gamet viab: P. falciparum stage V gametocyte viability inhibition; P. falciparum stage V gametocytes, ATP luminescence, 24 h; inhibition, % at 10.9 µM; hit rate 0.065% among 150,000;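 active = inhibition above the mean plus 3 SD of compounds within the control limits, set per campaign, cut at about 38% in these data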;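 also: 0% = DMSO wells and 100% = medium only without gametocytes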
The depositor's hits bear a star; ? = inconclusive; / = no result given.

entry	Molecule	HRas wt GTP bind	Mcl1-Bid inh	Rab2 wt GTP	Mcl-1 Bim block	Rab7 wt modul	Rac1 wt modul	RGS8-Gao reg	Rac1 mut GTP	Cdc42 wt	Mcl1 Noxa PPI	Pf gamet viab
1	Cc1cc(C)cc(NC(=O)Cn2c(SCc3cc(C)ccc3C)nc3ccncc32)c1	97	-4	98	-4	97	102	95	96	96	-37	/
2	CCc1nnc(NC(=O)C2CCCN(c3nc4ccccc4s3)C2)s1 (stereo not given)	105	6	106	0	104	104	99	98	107	15	-1
3	Cc1ccn2c(C(=O)CSc3ccccc3)c(C)nc2c1	95	-14	95	0	96	97	104	93	96	2	13
4	CCC(=O)Nc1cccc(NC(=O)c2ccccc2Br)c1	98	-47	99	11	99	101	107	98	102	8	-15
5	COc1ccccc1N1CCN(CCCNC(=O)Nc2ccccc2C)CC1	99	-21	101	-3	100	106	100	97	101	9	0
6	COCCSc1ccccc1C(=O)Nc1cccnc1	98	-40	97	3	95	98	97	98	98	16	/
7	O=C(NCc1ccncc1)C(F)(F)C(F)(F)C(=O)NCc1ccncc1	100	-15	102	-3	98	101	102	101	104	5	/
8	COc1ccc(-n2c(O)c(/C=N/NS(=O)(=O)c3ccc(C)cc3)c3ccccc3c2=O)cc1OC	90	-70	86	0	92	87	105	84	88	6	-32
9	CC(=O)N1CCC(N(CCN2CCOCC2)C(=S)Nc2ccccc2C)CC1	102	-73	101	1	100	103	104	101	104	24	/
10	O=C(c1ccccc1F)N1C(=O)c2cccc3cccc1c23	95	-14	94	-1	103	94	101	91	90	-27	15
11	Cc1cc(NC(=O)CSc2ncn[nH]2)no1	94	-16	95	0	87	94	107	97	96	-4	-5
12	Cc1noc(C)c1C(=O)NCCCN1CCCC1=O	93	2	95	-6	96	91	101	94	94	-2	/
13	CCc1ccc(N=C2N=C(N)c3ccccc32)cc1	?	-22	?	2	?	?	103	?	?	2	8
14	COc1cc(/C=N/n2c(=S)[nH]nc(C)c2=O)cc([N+](=O)[O-])c1O	91	-40	91	0	97	90	103	93	90	11	12
15	CCN(Cc1cc2cc(OC)ccc2[nH]c1=O)C(=O)c1ccncc1	96	-3	96	1	96	98	103	96	98	-1	/
16	Cc1nn(CC(=O)NCc2ccccc2Cl)c(C)c1[N+](=O)[O-]	105	4	105	-1	99	104	98	103	106	-10	/
17	COc1ccccc1N1CCN(C(=O)COc2ccc(S(=O)(=O)NC(C)C)cc2)CC1	98	-8	99	1	98	103	101	99	99	1	5
18	Cc1cc(F)ccc1NCC(=O)Nc1ccc(Br)cc1C	97	-32	99	-4	99	103	102	97	103	20	1
19	Cc1cccc(C(=O)Nc2scc(CC(C)C)c2C(=O)O)c1	87	-39	87	-1	89	85	102	88	84	9	4
20	N#CCSc1nc(-c2ccccc2)cs1	105	-17	104	-1	104	105	99	101	105	7	/
21	C(=N\N(c1ccccc1)c1ccccc1)/c1ccc2c(c1)OCO2	104	-32	105	2	106	101	100	102	104	1	/
22	COc1ccc(OC)c2c(N3CCN(C)CC3)cc(C(F)(F)F)nc12	?	-37	?	18	?	?	106	?	?	8	-25
23	O=C(N/N=C/c1ccc(OC(=O)c2ccccc2)cc1)c1ccc(CN2CCOCC2)cc1	101	-1	103	-4	98	104	105	100	101	1	/
24	O=C(CN1CCC(C(O)(c2ccccc2)c2ccccc2)CC1)Nc1ccccc1	95	-12	97	-3	92	97	112	96	97	-4	/
25	Cc1cccc(C)c1-n1c(C)nn(CCOc2ccccc2)c1=O	99	1	96	0	103	93	99	94	97	3	7
26	c1ccc(Cc2nnc3sc(-c4ccco4)nn23)cc1	102	-28	101	-5	103	102	96	99	98	26	/
27	COc1ccc2nc(NC(=O)C3CCCO3)sc2c1 (stereo not given)	99	-45	101	0	100	102	99	96	101	-10	22
28	CCCCOC(=O)Nc1nnc(-c2ccccc2OC)s1	97	-9	94	0	94	95	101	95	97	-12	/
29	CCC(CC)c1nc(C#N)c(NC(C)c2ccccc2)o1 (stereo not given)	99	-54	97	-3	99	104	103	101	99	19	-5
30	CC(C(=O)N1CCOCC1)(c1ccccc1)c1ccccc1	102	6	100	-1	101	104	114	99	104	8	/
31	O=C(NC1CCCCC1)C(c1ccccn1)N(C(=O)c1csnn1)C1CCCCC1 (stereo not given)	96	-31	95	1	97	98	113	97	99	-11	12
32	O=C(NC(NC(=S)N1CCOCC1)C(Cl)(Cl)Cl)c1ccc(Cl)cc1 (stereo not given)	98	-14	98	-18	96	101	101	96	100	5	/
33	O=[N+]([O-])c1ccccc1N/N=C\c1ccccc1Cl	98	3	95	-1	98	98	97	95	100	16	-2
34	Cc1nc(-c2ccccc2)cn(O)c1=O	94	43	95	-2	93	92	83	92	91	12	6
35	Cc1ccc(-n2c3c(c(=O)[nH]c2=O)C(C(F)(F)F)(C(F)(F)F)NC(=O)N3)cc1	99	18	99	0	101	103	116	99	101	2	/
36	O=C(COC(=O)c1cncc(Br)c1)Nc1ccc2c(c1)OCO2	?	-13	?	-1	?	?	99	?	?	22	10
37	Fc1ccc(C2=NNC(=NCc3ccccc3)SC2)cc1F	100	-9	102	2	108	104	101	99	102	14	26
38	CCOC(=O)N1CCN(CC(=O)Nc2cc(OCC)ccc2OCC)CC1	98	60*	99	-4	99	105	102	95	100	34	/
39	O=C(CNC(=O)C(c1ccccc1)c1ccccc1)N/N=C/c1ccc(O)c([N+](=O)[O-])c1	96	-33	93	-3	98	99	102	96	94	12	7
40	CCOc1cc(S(=O)(=O)NCc2cccnc2)c(C)cc1C	99	-34	100	1	106	96	88	93	95	11	-13
41	CCOC(=O)NC(=O)/C(C=Nc1ccc(Cl)c(Cl)c1Cl)=C(\C)O	101	11	102	0	98	105	99	100	101	4	8
42	CCn1c2ccccc2c2cc(/C=N/n3c(C)nnc3C)ccc21	99	20	96	4	96	101	100	98	100	15	/
43	Cc1ccc(N(C(=O)c2ccn[nH]2)C(C(=O)NC2CCCC2)c2cccs2)cc1 (stereo not given)	99	-6	97	-5	103	100	107	92	96	15	/
44	O=C(OCc1nnc(-c2ccc(Cl)cc2)o1)c1ccc(O)cc1	93	-14	91	0	93	99	96	95	93	2	-19
45	COc1ccc(/C=C/C(=O)OCC(=O)N2CC(=O)Nc3ccccc32)cc1	100	-25	99	-3	99	102	102	98	99	-2	4
46	CC1(C)CC(=O)C2(CC3=C(CC(C)(C)CC3=O)O2)C(=O)C1	104	27	102	1	106	109	102	101	104	6	/
47	COC(CNC(=O)CC1C(=O)N(Cc2ccccc2)C(C)c2nc3ccccc3n21)OC (stereo not given)	98	-9	101	-1	106	102	101	97	102	-2	8
48	Clc1cccc(Nc2nc(-c3cccnc3)cs2)c1	97	-40	96	0	96	99	100	98	98	30	7
49	COc1cc(/C=C/C(=O)Nc2ccc(N3CCCCC3)c(S(=O)(=O)Nc3ccccc3Cl)c2)cc(OC)c1OC	102	-7	103	-3	98	104	100	101	103	-15	-29
50	O=c1c2ccccc2nc2n1C(CSc1ccc(F)cc1)CN2 (stereo not given)	99	-10	97	0	101	96	99	95	98	4	-6
51	C=CCOC(=O)C1=C(C)NC(=S)NC1c1cccs1 (stereo not given)	95	-35	96	21	95	96	101	97	98	15	-36
52	COc1ccc(-c2ccc(S(=O)(=O)N3CCOCC3)cc2)cc1	99	-32	99	-2	98	99	98	97	100	-11	/
53	CC(C)N(C(=O)Cn1cnc2cc([N+](=O)[O-])ccc2c1=O)C(C)C	?	-29	?	5	?	?	99	?	?	25	/
54	CCOC(=O)c1c(NC(=O)COC(=O)c2cc(OC)c(OC)cc2[N+](=O)[O-])sc(C)c1CC	101	-20	101	-5	106	101	103	97	99	18	4
55	COc1ccc(OC)c(/C=N/NC(=O)c2cc[n+](CC(=O)c3ccccc3)cc2)c1	?	-24	?	-3	?	?	100	?	?	14	6
56	COc1ccc(-n2cc(CNCCc3ncc(C)[nH]3)c(-c3ccccc3Cl)n2)cc1	97	-19	99	-1	97	99	112	96	100	-2	-8
57	CCn1ccnc1CN(C)Cc1nc(-c2ccc3c(c2)OCO3)no1	94	-10	95	-2	96	99	99	96	96	8	/
58	CC(NC(=S)NCCCN1CCOCC1)C12CC3CC(CC(C3)C1)C2 (stereo not given)	99	-40	100	0	97	103	93	99	103	5	-1

Screens deposited in PubChem BioAssay by several laboratories.
